# GAA glycogen mod = GAA glycogen-cleavage inhibition or activation | Potency, µM (series often up to 76.4 µM), inactives show at the top dose activity change, negative = inhibition, actives largely listed as inhibitors | 300,000 tested, 0.38% active | recombinant GAA, glycogen substrate, Amplex Red glucose oxidase fluorescence | P10253; active = well fitted inhibition curve with a large enough effect; inconclusive = small, poorly fitted or top-dose-only effect, or another doubt; inactive = no such curve, though single readings can be large or run the other way;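 note: 0% = full enzyme reaction and -100% = no-enzyme basal signal; the screen sought inhibitors and activators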
#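 qHTS, 1536-well; enzyme 4 nM final; cpd up to 77 uM; substrate bovine liver glycogen 30 ug; 50 mM citrate/phosphate pH 5.0, 0.01% Tween-20; 37 C, 40 min; Amplex Red detection 45 min RT; Hill fit → AC50.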
# Active calls of the source: *; ? = inconclusive; & = joins results of further samples; [ ] = dose if it differs, or a comment. Potency is the fitted concentration of half-maximal effect. This is a subset; rates above refer to the full screens.
SMILES,GAA glycogen mod
Cc1c(C(c2ccccc2)c2c(C)n(C)n(-c3ccccc3)c2=O)c(=O)n(-c2ccccc2)n1C,-1%[76.3 µM]
COc1cc(NC(=O)c2[nH]c(C)c(C(C)=O)c2C)cc(OC)c1OC,0%
CC(=O)Nc1ccc(NC(=O)C/C(C)=N/NC(=O)COc2cc(C)c(Br)cc2Br)cc1,1%
Cc1ccccc1-c1noc(-c2ccc(NCC3CCCO3)c([N+](=O)[O-])c2)n1 (stereo not given),-4%[76.3 µM]
ON=C1c2cc(OCCN3CCCCC3)ccc2-c2ccc(OCCN3CCCCC3)cc21,-3%[76.3 µM]
CC(C)S(=O)(=O)c1oc(-c2cccs2)nc1S(=O)(=O)c1ccc(F)cc1,9%[76.3 µM]
CC(C)(C)c1ccc(C(=O)c2cn[nH]c2-c2ccccc2O)cc1,-8%
COCCC(=O)N1CCC(Oc2ccc(C(=O)N3CCC[C@H]3CO)cc2)CC1,-6%[76.3 µM]
O=C(CN1CCC(NC(=O)c2ccccc2Cl)CC1)NCc1ccccc1,-4%
Cc1ccc(-c2nc(S(=O)(=O)c3ccc(C)cc3)c(SCC(=O)Nc3ccc(F)cc3)o2)cc1,10%[76.3 µM]
COc1cccc(NS(=O)(=O)c2ccc(-c3coc(C)n3)cc2)c1,-2%[76.3 µM]
COc1ccc(N(Cc2cc3ccc(C)cc3[nH]c2=O)S(=O)(=O)c2ccccc2)cc1,13%[76.3 µM]
COc1cc(C(=O)Nc2ccc(S(=O)(=O)Nc3cnc4ccccc4n3)cc2)cc(OC)c1OC,2%[76.3 µM]
Cc1ccc(NC(=O)C(C)SCc2ccccc2)cc1 (stereo not given),-6%[76.3 µM]
O=C(Cn1nnc(-c2ccc(C(F)(F)F)cc2)n1)NCCc1ccccc1,10%[76.3 µM]
Cc1cc(SCC(=O)Nc2nsc(-c3ccc(C(C)(C)C)cc3)n2)nc2ccccc12,9%[76.3 µM]
O=C(NC1CCCCC1)C1CC(=O)N(Cc2ccccc2)C1 (stereo not given),-5%[76.3 µM]
CCN(Cc1ccccc1)C(=O)Cn1c(=O)n(-c2ccc(F)c(Cl)c2)c(=O)c2sc3ccccc3c21,-2%[76.3 µM]
CCCCNC(=S)N(CCN(CC)CC)Cc1cc2cc3c(cc2[nH]c1=O)OCCO3,25%[76.3 µM]
COc1cc(OC)c(Nc2cc(C)nc3ncnn23)cc1Cl,3%[76.3 µM]

# Laid out differently: two of the compounds above.
Molecule | GAA glycogen mod
COc1cc(OC)c(Nc2cc(C)nc3ncnn23)cc1Cl | 3%[76.3 µM]
Cc1ccc(NC(=O)C(C)SCc2ccccc2)cc1 (stereo not given) | -6%[76.3 µM]

# Following part:
SMILES,GAA glycogen mod
CCc1ccccc1NC(=O)CC1NCCNC1=O (stereo not given),17%[76.3 µM]
CCOC(=O)N1CCN(c2ncc3c(n2)CC(c2ccccc2O)CC3=O)CC1 (stereo not given),-1%[76.3 µM]
COc1cc(C(=O)NC2CCN(CC(=O)Nc3cccc(C)c3C)CC2)cc(OC)c1OC,-13%[76.3 µM]
CCCN(c1ccccc1CC)S(=O)(=O)c1ccc2c(c1)CC(C)N2C(=O)C1CC1 (stereo not given),-15%[76.3 µM]
COc1ccc(NC(=O)CSc2nc3ccccc3nc2N2CCOCC2)cc1,10%[76.3 µM]
Cc1cccc(C)c1NC(=O)Cn1nc(C)c2sc3ccccc3c2c1=O,-1%[76.3 µM]
CCOC(=O)c1c(-c2ccc(C)cc2)csc1NC(=O)c1cc(=O)c2cc(C)cc(C)c2o1,-4%[76.3 µM]
CCOc1ccc(NC(=O)NC2CCCCCCC2)cc1,2%[76.3 µM]
CSc1cccc(NC(=O)CN2C(=O)COc3ccc(S(=O)(=O)N4CCC(C)CC4)cc32)c1,3%[76.3 µM]
CN(C)C(CNC1CC(C)(C)NC(C)(C)C1)c1cccc(F)c1 (stereo not given),-9%
CCOC(=O)[C@@H]1[C@H]2COc3ccccc3[C@H]2N2C(=O)N(c3cccc(Cl)c3)C(=O)[C@@]12C,0%[76.3 µM]
CCCN(CCC)CCCNC(=O)c1cn(C)c2ccc(S(=O)(=O)N3CCOCC3)cc2c1=O,14%[76.3 µM]
CCCNC(=O)c1cc(Cl)c(NC(=O)C2=CSCCO2)cc1OC,-12%[76.3 µM]
Cc1ccc(S(=O)(=O)N(CC(=O)N2CCc3ccccc3C2)c2ccc(C)c(C)c2)cc1,0%[76.3 µM]
COc1cccc(C(C(=O)NC2CCCCC2)N(C(=O)CNC(=O)c2ccco2)c2cccnc2)c1 (stereo not given),-2%
CC(C)(C)C(=O)Nc1ccc(S(=O)(=O)N2CCCC2)cc1,6%[76.3 µM]
CCN(CCCNC(=O)Cn1ncc2c3ccccc3n(C)c2c1=O)Cc1ccccc1,13%[76.3 µM]
O=C(CN(Cc1ccccc1)C(=O)CCC(=O)Nc1nccs1)NCc1ccccc1,1%
COc1ccc([N+](=O)[O-])cc1N(CC(=O)N1CCN(Cc2ccccc2)CC1)S(C)(=O)=O,-9%[76.3 µM]
COC(=O)C1=C(C)N(Cc2ccccc2)C(=NCc2cc(OC)c(OC)c(OC)c2)N[C@H]1c1cccc(F)c1,-9%&1%[76.3 µM]
Cc1cc(C)cc(N2CCCn3c2nc2c3c(=O)[nH]c(=O)n2C)c1,-1%
COc1ccc(/C=C2\CCC/C(=C\c3ccc(OC)c(OC)c3OC)C2=O)c(OC)c1OC,-1%
COC(=O)c1cc2sc(Cl)cc2n1Cc1nc(-c2ccccc2F)oc1C,-2%[76.3 µM]
CCc1nc(SCC(=O)Nc2ccccc2C)n[nH]1,-3%[76.3 µM]
Cc1ccccc1N1CCN(C2CCCN(C(=O)c3csc(C(C)C)n3)C2)CC1 (stereo not given),-11%[76.3 µM]
CCOc1ccc(OCC)c(NC(=O)C2CCCN(S(=O)(=O)c3ccc(C)cc3)C2)c1 (stereo not given),-13%&8%[76.3 µM]
C#CCOc1c(/C=C\c2nc(O)c([N+](=O)[O-])c(=O)[nH]2)cc(Br)cc1OC,-7%[76.3 µM]
COc1cc2c(cc1OC)C(C)N(C(=O)c1cc3c(C)cc(C)cc3[nH]1)CC2 (stereo not given),-5%[76.3 µM]
COc1ccc(NC(=O)c2ccc(Br)c(S(=O)(=O)N3CCOCC3)c2)cc1,-8%
O=C(NCCc1ccccc1Cl)C1CCC(=O)N(Cc2cccc(C(F)(F)F)c2)C1 (stereo not given),-3%[76.3 µM]
C=C1CCN(c2ccc(C(=O)NCc3ccc(C)cc3)cc2[N+](=O)[O-])CC1,9%[76.3 µM]
N#Cc1ccsc1NC(=O)CCN1CCN(C(c2ccccc2)c2ccccc2)CC1,-13%[76.3 µM]
CCC(CC)C(=O)Nc1ccc(OCc2cc(=O)n3c4c(sc3n2)CCCC4)cc1,-10%[76.3 µM]
Cc1ccc(S(=O)(=O)NCCc2c[nH]c3ccccc23)cc1,-4%
CCN1C(=S)N[C@@H](c2cccc(C(F)(F)F)c2)C(C(=O)OC)=C1C,16%[76.3 µM]
COc1cc(-c2nnc(SCC(=O)Oc3ccccc3Cl)o2)cc(OC)c1OC,-10%[76.3 µM]
COc1ccc(CNC(=O)CCc2cn(C)c3ccccc23)cc1,16%[76.3 µM]
Cc1ccc(N2CC(C(=O)N3CCC(C(=O)Nc4ccc(Br)cc4)CC3)CC2=O)cc1 (stereo not given),2%
CC(=O)N1C(C(=O)O)Cc2c([nH]c3ccccc23)C1C (stereo not given),15%[76.3 µM]
CS(=O)(=O)c1ccc(Cl)c(NC(=O)CSc2nncn2-c2ccccc2)c1,-5%

# An excerpt from above in order of the GAA glycogen mod value, rising:
SMILES	GAA glycogen mod
CC(C)(C)c1ccc(C(=O)c2cn[nH]c2-c2ccccc2O)cc1	-8%
COc1cccc(C(C(=O)NC2CCCCC2)N(C(=O)CNC(=O)c2ccco2)c2cccnc2)c1 (stereo not given)	-2%
O=C(CN(Cc1ccccc1)C(=O)CCC(=O)Nc1nccs1)NCc1ccccc1	1%
Cc1ccc(N2CC(C(=O)N3CCC(C(=O)Nc4ccc(Br)cc4)CC3)CC2=O)cc1 (stereo not given)	2%

# The listing continues.
SMILES,GAA glycogen mod
CCN(C(=O)COC(=O)CSc1ccc(C)c(C)c1)C1CCS(=O)(=O)C1 (stereo not given),-1%[76.3 µM]
COc1ccc2ncc3c(-c4ccccc4)nn(-c4ccc(C)c(C)c4)c3c2c1,-1%[76.3 µM]
COc1ccc(NC(=O)CCCN2C(=O)C(c3ccccc3)Oc3cccnc32)c(OC)c1 (stereo not given),1%&10%[76.3 µM]
CCOC(=O)Cn1c(=N)n(Cc2ccc(C(C)(C)C)cc2)c2ccccc21,17%[76.3 µM]
O=C(NCC(=O)N1CCN(c2ccccc2O)CC1)c1ccc2ccccc2c1,?
O=C(O)CSCC(=O)N(Cc1ccccc1)c1nc(-c2ccccc2)c(-c2ccccc2)s1,4%
CC1C(=O)Nc2ccc(S(=O)(=O)N3CCN(c4cccc(C(F)(F)F)c4)CC3)cc2NC1=O (stereo not given),9%[76.3 µM]
Cc1ccc2oc(C(=O)N3CCC(O)(c4ccccc4)CC3)c(C)c2c1,0%[76.3 µM]
Cc1cc(=O)oc2cc(OCC(=O)NC3CCN(Cc4ccccc4)CC3)ccc12,0%[76.3 µM]
Cc1nc2nc(CNC(=O)c3cccc(F)c3)nn2c(C)c1CCC(=O)Nc1ccc(F)cc1,15%[76.3 µM]
Cc1cccc(Nc2c3c(nc4nncn24)CCC3)c1C,-2%[76.3 µM]
CCC(C(=O)NCc1ccco1)n1nc(C)c2c(C)n(-c3ccccc3)nc2c1=O (stereo not given),-21%[76.3 µM]
Cc1nc(NC(=O)C2CC2)sc1C(=O)Nc1ccccc1Cl,-18%[15.3 µM]
Cn1cnc2c(=O)oc3ccc(S(=O)(=O)N4CCN(c5ccccc5)CC4)cc3c21,-2%[76.3 µM]
COc1ccc(CN2CCNC(=O)C2CC(=O)NC2CCCCCCC2)cc1C (stereo not given),9%[76.3 µM]
COc1cccc(C(=O)Nc2ccc(NC(=O)C3CC3)nc2)c1,4%
O=C(NCC(=O)N1CCC2(CC1)NCCc1[nH]cnc12)c1ccc(F)cc1,-6%[76.3 µM]
CCN1C(C(=O)c2ccccc2)=C(OC(=O)c2ccccc2OC)c2ccccc2S1(=O)=O,-8%[76.3 µM]
CCOc1ccc(C(=O)Nc2ccc3nc(N4CCN(CC)CC4)cc(C)c3c2)cc1,-20%
Cc1ccc(-n2c(SCC(N)=O)nc3c(oc4ccccc43)c2=O)cc1,-1%

# Part of the list above, with each value named.
COc1ccc(NC(=O)CCCN2C(=O)C(c3ccccc3)Oc3cccnc32)c(OC)c1 (stereo not given)
  GAA glycogen mod: 1%&10%[76.3 µM]
Cc1cccc(Nc2c3c(nc4nncn24)CCC3)c1C
  GAA glycogen mod: -2%[76.3 µM]
CC1C(=O)Nc2ccc(S(=O)(=O)N3CCN(c4cccc(C(F)(F)F)c4)CC3)cc2NC1=O (stereo not given)
  GAA glycogen mod: 9%[76.3 µM]
O=C(NCC(=O)N1CCC2(CC1)NCCc1[nH]cnc12)c1ccc(F)cc1
  GAA glycogen mod: -6%[76.3 µM]

# (more compounds)
SMILES,GAA glycogen mod
COc1ccc(S(=O)(=O)O)cc1P(=O)(c1ccccc1)c1ccccc1,2%
COc1cc(/C=C/c2nc(C#N)c(N3CCC(C)CC3)o2)cc(OC)c1OC,-12%[76.3 µM]
Cc1ccc(NC(=S)Nn2cnnc2)c(C)c1,-1%[76.3 µM]
Cc1cc(NC(=O)c2ccc3c(c2)OCO3)ccc1NC(=O)c1ccccc1,2%
O=c1ccc(-c2ccc(S(=O)(=O)NCc3cccc(Br)c3)s2)n[nH]1,-10%[76.3 µM]
COC(=O)CCCC(=O)N1CCC(CO)(CCc2ccccc2)CC1,1%[76.3 µM]
O=C(O)c1ccc(NC(=S)NC(=O)C(c2ccccc2)c2ccccc2)cc1,-1%[76.3 µM]
O=C(CSc1nnc(-c2ccccc2F)o1)N1CCc2ccccc21,-9%[76.3 µM]
CC(=O)Nc1ccc(C(=O)Nc2ccc3c(c2)OCCO3)cc1,2%
CCC(=O)N1CCc2cc(S(=O)(=O)CCC(=O)NC3CCCCC3)ccc21,3%[76.3 µM]
C=C(C)Cn1c(SCC(=O)Nc2ccccc2C)nc2sc3c(c2c1=O)CCCC3,3%[76.3 µM]
CCC1CCCCN1CCCNC(=O)CNC(=O)c1nn(-c2ccc(OC)cc2)c(=O)c2ccccc12 (stereo not given),?
CN1CCc2c(sc3c2C(=O)NC(c2ccc(OC(=O)c4ccc(C(C)(C)C)cc4)cc2)N3)C1 (stereo not given),-29%[76.3 µM]
Cc1c(-c2ccccc2)nc2ccccc2c1C(=O)Nc1ccncc1,-1%[76.3 µM]
COc1ccc(NC(=O)CN2CCCN(S(=O)(=O)c3ccc(Br)cc3)CC2)c(OC)c1,-14%[76.3 µM]
C/C(=N/NC(=O)c1ccccn1)c1ccncc1,?
COCCn1c(SCC(=O)NCc2ccccc2)nc2ccccc21,-2%[76.3 µM]
O=C(NCCNc1ccccc1[N+](=O)[O-])c1cc(F)c(F)cc1Cl,1%[76.3 µM]
Oc1c(Br)cc(Br)cc1-c1nc2ccccc2s1,4%[76.3 µM]
CCCCNC(=O)[C@@H]1CSC2c3ccccc3C(=O)N21 (stereo not given in full),3%
Oc1ccc(Br)cc1/C=N/n1c(C2CCCCC2)n[nH]c1=S,-21%
COc1ccc2oc(=O)cc(CN3CCN(c4ccccc4F)CC3)c2c1,0%[76.3 µM]
Cc1ccc(Cl)cc1NC(=O)C1CCCN(S(=O)(=O)c2cccc3cccnc23)C1 (stereo not given),6%[76.3 µM]

# Screening results as filed in PubChem BioAssay.
